SRC1 TRFRET art – TR-FRET artefact, counter-screen to PPARgamma/SRC-1 agonist assay. TR-FRET detection artefact counter-screen, emission ratio; stronger effect = higher value. TR-FRET ratio at 8 µM. hit rate 0.34% among 99,000. AID 1051; in the data active means TR-FRET ratio above about 2300; further: inactives centre near 1800; reference of the scale not given here
SRC3 TRFRET art – flags TR-FRET format artefacts in PPARgamma SRC-3 recruitment agonist screen. hit rate 0.39% among 99,000. TR-FRET artefact counter-screen, PPARgamma/SRC-3 format; stronger effect = higher value. TR-FRET ratio at 8 µM; in the data active means TR-FRET ratio above about 2000; further: inactives centre near 1600; reference of the scale not given here
Active calls of the source: *. The list is partial (hit frequency here may not be typical).

SMILES	SRC1 TRFRET art	SRC3 TRFRET art
COCc1ccc(CN2CCc3c([nH]c4ccccc34)C2CC(C)C)o1 (stereo not drawn)	1533	1698
Cc1ccnc(NC(=O)CCC(=O)N(CC(=O)NCc2ccccc2)Cc2ccco2)c1	1839	1631
N#C/C(=C\c1ccco1)C(=O)Nn1cnnc1	1891	1565
CC1(C(=O)NCc2cc(F)cc(C(F)(F)F)c2)C=CC2(CCCCC2)N1C(=O)c1ccccc1 (stereo not drawn)	1693	1402
COc1ccc(OC)c(NC(=S)NCCN2CCOCC2)c1	1769	1582
COc1ccc(N2CCN(CCCNC(=O)C3CCCN(S(=O)(=O)c4cnc[nH]4)C3)CC2)cc1 (stereo not drawn)	1872	1480
CCCc1cc(=O)n2[nH]c(C(F)(F)F)nc2n1	1663	1642
Cc1cc(C)c2[nH]c(=O)c(CN(Cc3ccco3)C(=S)NCC3CCCO3)cc2c1 (stereo not drawn)	1763	1922
S=C(c1ccc(-c2ccccc2Cl)o1)N1CCCCC1	1700	1654
N/C(=N\OC(=O)c1cccnc1)c1ccccc1Cl	1952	1644
COC(=O)c1ccc(OCCOCCOc2cccc3ccc(C)nc23)cc1	1579	1557
COCCCN1C(=O)C(O)=C(C(=O)c2ccco2)C1c1ccccc1 (stereo not drawn)	2171	1648
CCOC(=O)c1cnc2nc(N3CCOCC3)nn2c1N	2083	1455
CCOC(=O)C(=CNc1ccc2c(c1)nnn2-c1ccc(Cl)cc1)C(=O)OCC	1753	1462
Cc1ccc(-c2n[nH]c(=S)c3ccccc23)cc1	1917	1708
CCC1C(c2ccccc2)N(C)C(c2ccccc2)CC1(O)c1ccccc1 (stereo not drawn)	1525	1562
CCN=C1NN=C(c2cc(C)n(Cc3ccco3)c2C)CS1	1584	1399
O=C(N=C1c2ccccc2CN1c1cccc(Cl)c1)c1cccnc1	1794	1274
c1ccc(N2CCN(CCc3nnc4n3CCCCC4)CC2)cc1	1370	1570
CCOC(=O)CC(=O)NC1(Cc2ccc(O)cc2)CCCCC1	1861	1446
Cc1cccc(C(=O)Oc2ccccc2/C=N/NC(=O)c2ccc(NC(=O)C(C)(C)C)cc2)c1	2066	1602
CCCCNC(=O)CC1NCCNC1=O (stereo not drawn)	1817	1492
COc1ccc(C2(C(=O)Nc3ccc(OC)cc3OC)CCCC2)cc1	1865	1617
O=C(c1cccc(N2C(=O)C3C4C=CC(C4)C3C2=O)c1)N1CCCc2ccccc21 (stereo not drawn)	1586	1820
O=C(/C=C/c1cccc([N+](=O)[O-])c1)Nc1ccccn1	1517	1378
COC(=O)c1sccc1NC(=S)Nc1ccccc1	1702	1303
O=C(N/N=C/c1ccccc1O)c1cc(=O)[nH]c2ccccc12	1842	1582
CCCC/C(C)=N/NC(=O)CN(c1ccc(Br)cc1)S(=O)(=O)c1ccccc1	1861	1470
Cc1ccc(CN2CCN(/N=C/c3cc(Br)cc(Br)c3O)CC2)cc1	1565	1425
CCN(CC)c1ccc(C(=O)N/N=C/c2ccccc2OC(F)F)cc1	1607	1400
c1ccc(-n2ncc3c(NCc4cccs4)ncnc32)cc1	1950	2147*
O=C(COC(=O)c1ccc(CO)cc1)Nc1ccc(OC(F)F)cc1	1472	1361
COc1cc(OC)cc(-c2nc(=S)n3ccsc3n2)c1	1512	1374
O=[N+]([O-])c1cc(Cl)ccc1N1CCOCC1	1820	1382
Cc1ccc2oc(=O)c3cc(C(=O)NCCCN4CCc5ccccc5C4)sc3c2c1	1755	1499
COc1ccc(N2C(=O)C3C(C2=O)C2C=CC3C23CC3)c([N+](=O)[O-])c1 (stereo not drawn)	1704	1537

Whole records as entered above. Values in the order: SRC1 TRFRET art	SRC3 TRFRET art
O=[N+]([O-])c1cc(Cl)ccc1N1CCOCC1 across the screens: 1820	1382
COC(=O)c1sccc1NC(=S)Nc1ccccc1 across the screens: 1702	1303
COc1cc(OC)cc(-c2nc(=S)n3ccsc3n2)c1 across the screens: 1512	1374
Cc1ccc2oc(=O)c3cc(C(=O)NCCCN4CCc5ccccc5C4)sc3c2c1 across the screens: 1755	1499
Cc1ccc(CN2CCN(/N=C/c3cc(Br)cc(Br)c3O)CC2)cc1 across the screens: 1565	1425

The list continues:
SMILES	SRC1 TRFRET art	SRC3 TRFRET art
CCC(CC)C(=O)NCCc1cc2cc(C)c(C)cc2[nH]c1=O	2036	1731
CCc1n[nH]c(=S)n1/N=C/c1cc(Br)c(OC)cc1OC	1974	1596
COCCNC(=S)N/N=C(\C)c1cc2ccccc2o1	1941	1400
C[C@H](NS(=O)(=O)c1ccccc1)C(=O)OCC(=O)NC(=O)Nc1ccc2c(c1)OCCO2	2099	1431
O=C(/C=C/c1ccc([N+](=O)[O-])cc1)N(c1ccccn1)C1CCCCC1	1749	1476
Cc1cccc(N(CC(=O)NC(C)(C)C)C(=O)CNC(=O)c2cccs2)c1	1837	1682
COCCNC(=O)C(c1ccccc1F)N(C(=O)C(=O)NC1CCCC1)C1CCCCC1 (stereo not drawn)	1726	1661
COc1cccc2cc(C(N)=O)oc12	1575	1489
CC(=O)Nc1ccccc1OCc1cnc(Cl)s1	1480	1466
Cn1c(N)c(C(=O)CCl)c(=O)n(Cc2ccccc2)c1=O	1737	1627
O=C(COC(=O)c1cc([N+](=O)[O-])ccc1NCCO)NCc1cccs1	1500	1345
COc1ccc(CC(=O)Oc2cc(C)[nH]c(=O)c2[N+](=O)[O-])cc1	1719	1664

Three entries picked at random from the list so far:
SMILES	SRC1 TRFRET art	SRC3 TRFRET art
COCCNC(=O)C(c1ccccc1F)N(C(=O)C(=O)NC1CCCC1)C1CCCCC1 (stereo not drawn)	1726	1661
CCc1n[nH]c(=S)n1/N=C/c1cc(Br)c(OC)cc1OC	1974	1596
O=C(/C=C/c1ccc([N+](=O)[O-])cc1)N(c1ccccn1)C1CCCCC1	1749	1476

Going on with the list:
SMILES	SRC1 TRFRET art	SRC3 TRFRET art
COC(=O)c1sc(S(=O)(=O)Nc2ccc(C)c(C)c2)c(C(=O)OC)c1C	1725	1573
NC(=O)c1ccccc1N(Cc1ccccc1)S(=O)(=O)c1ccccc1	1961	1535
COc1ccc(-n2c(C)ccc2C)c([N+](=O)[O-])c1	2085	1781
CC(C)=CCN1CCN(Cc2cccn2-c2ccccn2)CC1CCO (stereo not drawn)	1679	1432
O=C(c1cccs1)N(c1ccc(Cl)cc1)C1C=CS(=O)(=O)C1 (stereo not drawn)	1589	1441
CNc1nc2ccccc2n1N	1860	1564
COc1cc(/C=N/NC(=O)c2csc3c2CCCC3)cc(OC)c1O	1551	1704
CCNC(=S)NNC(=O)c1c(Cl)c(C)nn1C	1611	1565
CCc1ccc(C(=O)NCc2ccc(Cl)cc2)cc1	1880	1701
Cc1ccoc1C(=O)N1CCCC(CCC(=O)N2CCN(c3ccccn3)CC2)C1 (stereo not drawn)	1884	1684
O=C(NC(=S)NCc1cccnc1)c1ccc([N+](=O)[O-])cc1	2063	1449
COc1cc(OC)c(C(=O)NCCCN2CCOCC2)cc1OC	2016	1398
CC(C)NCCOCCOc1ccc(Cl)cc1Br	1573	1444
CSc1ccc(/C=C/C(=O)OCC(=O)NC(C)C)cc1	1719	1356
O=C(O)CSCC(=O)N1CCN(S(=O)(=O)c2ccccc2)CC1	1812	1468
O=S(=O)(c1ccc(F)cc1)N1CCN(C(=S)NCc2ccco2)CC1	1823	1771
COc1ccc(/C=C/C(=O)c2cc(Br)ccc(=O)c2O)cc1	1754	1628
Cc1cccc(NC(=O)CCNS(=O)(=O)c2cccc3nsnc23)c1	1700	1604
COc1cc(/C=C(/C#N)c2nc3ccccc3c(=O)[nH]2)ccc1O	1905	1803
Cc1cccc(CSc2nc3c(c(=O)n2C)SCC3)c1	1876	1568
NC(=O)c1cc(N)ccc1N1CCCCC1	1890	1686
O=C(CSc1ccc2ccccc2n1)Nc1nsc(-c2ccc(Cl)cc2)n1	1856	1563
CCOC(=O)c1sc(=S)n(CC)c1N	1868	1363
O=C(CSc1nc2ccccc2[nH]1)NCC1CCCO1 (stereo not drawn)	1883	1614
CC(C)(Oc1ccc(Cl)cc1)C(=O)OCC(=O)N1CCCC1	1711	1622
CC(=O)[C@@H]1[C@@H](C(=O)c2ccc(C)cc2)[C@]2(C(=O)Nc3ccccc32)[C@H]2C=Cc3cc(F)ccc3N12	1863	1629
Cc1oc(CN2CCOCC2)cc1C(=O)O	1888	1637
COC(=O)N/N=C/c1c(C)cc(C)cc1C	2152	1739
O=C(/C=C/c1ccccc1)NC1CCS(=O)(=O)C1 (stereo not drawn)	1983	1669
O=C(Nc1ccc(-c2ccc3nncn3n2)cc1)C1CCCCC1	1790	1738
COc1ccc(N2C(=O)CC(Sc3nnc(-c4ccccc4F)n3C)C2=O)cc1 (stereo not drawn)	2040	1697
O=C(Nc1ccccc1C(=O)OCC(=O)c1c[nH]c2ccccc12)c1ccco1	1724	1785
COc1cccc(CN2CCN(C(=O)c3ccc(-c4ccccc4)cc3)CC2)c1	1830	1570
O=C1CCCN2N=C(SCC(=O)Nc3nc4ccccc4s3)SC2=N1	1841	1711
CCOC(=O)Cn1cnc2sc(C(=O)OC)c(C)c2c1=O	1693	1497
COC(=O)C1=C(C)NC(C)=C(C(=O)OC)C1C(=O)OC(C)C(=O)c1ccccc1 (stereo not drawn)	1593	1574
CCCCn1c(C)csc1=Nc1cccnc1	1561	1667
CC(=O)Oc1ccc(C(=O)[C@H]2[C@H]3C(=O)N(c4ccc5ccccc5c4)C(=O)[C@H]3[C@@H]3C=CC=NN32)cc1	1937	1872
O=C(COc1ccccc1-c1ccccc1)NCc1ccco1	4796*	1556
O=C(Oc1ccc(OC(=O)N2CCCCC2)cc1)N1CCCCC1	1649	1460
O=C(O)CC12C[C@H]3C[C@@H](C1)CC(n1ncc(N4CCN(c5ccccc5)CC4)c(Cl)c1=O)(C3)C2	1660	1555
CCC(CCC(=O)Nc1ccn(-c2ccccc2)n1)C(=O)O (stereo not drawn)	1897	1418
CC1CCc2nc3ccc(S(=O)(=O)N4CCC(C(=O)N5CCCCCC5)CC4)cc3c(C(=O)O)c2C1 (stereo not drawn)	1708	1752
CC(C)NC(=O)c1nn2c(C(F)(F)F)cc(-c3ccco3)nc2c1Cl	1745	1493
O=C(CSc1nnc2ccccn12)Nc1ccc(S(=O)(=O)N2CCOCC2)cc1	1979	1548
Cc1ccc(C)c(OCCCC(=O)N2CCOCC2)c1	1738	1636
CCn1ncc(Br)c1C(=O)Nc1cc(C)cc(C)c1	1711	1780
CC(C)c1csc(CN2CCC(CO)(Cc3cccc(F)c3)CC2)n1	1711	1540
CCCn1c(=S)[nH]c2cc(C(=O)N3CCc4ccccc4C3)ccc2c1=O	1834	1883
O=C(O)CCN1C(=O)/C(=C\c2ccncc2)SC1=S	1739	1416
O=C(Nc1ccc(-c2nc3ccccc3[nH]2)cc1)c1ccccc1NS(=O)(=O)c1ccc(F)cc1	1743	1477
CC1(C)CC(=O)C2=C(C1)N1C(=C(C#N)C2c2ccc(Cl)cc2)N=C(N)c2ccccc21 (stereo not drawn)	1766	1447
O=C(Cn1nnc2ccccc21)N/N=C\c1cccs1	1902	1366
Cc1cccc(/C=N/NC(=O)NC2CCCCC2)c1	1838	1912
Cc1ccc(Nc2nnc(SCC(=O)N(C)C3CCS(=O)(=O)C3)s2)cc1 (stereo not drawn)	1801	1513
Cc1ccc(NC(=O)C2CC(=O)Nc3nncn32)cc1 (stereo not drawn)	1939	1676
O=C(NCc1cccnc1)NC1CC(=O)N(c2ccc3c(c2)OCCO3)C1 (stereo not drawn)	1516	1567
CCc1ccc(NC(=O)Nc2ccncc2)cc1	2143	1692
CCN1CCN(C(=S)Nc2ccc(C(C)=O)cc2)CC1	1734	1555
Cc1cc(N/N=C/c2ccc(Cl)cc2Cl)nc(NCc2ccccc2)n1	1935	1663
(cont.)
SMILES	SRC1 TRFRET art	SRC3 TRFRET art
CCCn1nnnc1NC(=O)c1cc(Br)ccc1OC	1427	1417
CN(c1ccc(F)cc1)S(=O)(=O)c1ccc(Cl)c(C(=O)Nc2ccc3c(c2)CCC3)c1	1928	1792
COc1cc2c(cc1OC)CN(c1nc(CN3CCCCC3)nc3sc4c(c13)CCCC4)CC2	1623	1650
O=C(Nc1cnc2ccccc2c1)N1CCCCC1	1532	1609
COC(=O)C1=C(CN2CCCc3ccccc32)NC(=O)NC1c1ccc(F)cc1 (stereo not drawn)	1807	1451
O=c1[nH]cc(C(F)(F)F)cc1NS(=O)(=O)c1ccc([N+](=O)[O-])cc1	1710	1502
CCN(CC)S(=O)(=O)c1ccc(C(=O)Nc2cc3oc4ccccc4c3cc2OC)cc1	1817	1698
CCOC(=O)N1CCC(N(CCOC)C(=S)Nc2cccc(SC)c2)CC1	1631	1206
CCOc1ccc(N2CC(C(=O)NCc3ccccc3)CC2=O)cc1 (stereo not drawn)	2057	1637
COc1ccc(C(=O)NC(=S)Nc2ccccc2N2CCOCC2)cc1[N+](=O)[O-]	1995	1535
N#Cc1ccc(COC(=O)c2ccc(N3CCCC3)c([N+](=O)[O-])c2)cc1	2061	1796
O=C(O)C1CCCNC1 (stereo not drawn)	1732	1773

Three successive records from above, quoted:
SMILES	SRC1 TRFRET art	SRC3 TRFRET art
CCCn1nnnc1NC(=O)c1cc(Br)ccc1OC	1427	1417
CN(c1ccc(F)cc1)S(=O)(=O)c1ccc(Cl)c(C(=O)Nc2ccc3c(c2)CCC3)c1	1928	1792
COc1cc2c(cc1OC)CN(c1nc(CN3CCCCC3)nc3sc4c(c13)CCCC4)CC2	1623	1650

(list continues)
SMILES	SRC1 TRFRET art	SRC3 TRFRET art
Cc1ccc([N+](=O)[O-])c(C)[n+]1C	1963	1697
Nc1ccc(Sc2nc3ccccc3[nH]2)cc1	1784	1679
Cc1nn(C)cc1/C=N\NC(=O)c1ccc(Cn2cc(Cl)cn2)cc1	1687	1605
Cc1nc2cc(C(=O)NCc3cccnc3)ccc2n1-c1ccc(F)cc1F	1863	1585
COc1ccccc1NC(=O)CSc1nc(N)c(-c2ccccc2)c(=O)[nH]1	1755	1543

Screens deposited in PubChem by The Scripps Research Institute Molecular Screening Center.
